DDE Tn7 FP inh: inhibitors of Tn7 peptide binding to fibrin DD(E), primary screen, biochemical, fluorescence polarization, human fibrin, Tn7 probe. inhibition, % at 8.3 µM. Fibrinogen beta chain (Homo sapiens), P02675. hit rate 0.13% among 370,000. FP displacement of FITC-Tn7 peptide from fibrin DD(E); 0% = median of compound wells per plate;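 active means inhibition above the mean of compounds falling within the control limits plus 3 SD of them, cut at about 14% in these data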;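 further: 0% = plate median of compound wells and 100% = 10 µM Aha-Tn7 peptide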
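Also added: labelled Tn7 tracer, 0.1 µM; Assay system: human fibrin DD(E) protein; Amount: 2 µM fibrin DD(E); Schedule: 10 min compound pre-incubation, 3 h probe incubation at room temperature; Repeats: one replicate per compound; Read-out basis: percent inhibition; Measured by: fluorescence polarization of the labelled Tn7 tracer.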
ASAP1 inh: inhibitors of human ASAP1 ArfGAP activity, primary screen, biochemical, fluorescence polarization; Arf-GAP with SH3 domain, ANK repeat and PH domain-containing protein 1 (Homo sapiens), …; ASAP1-stimulated ARF1 GTP hydrolysis, GDP FP detection; inhibition, % at 16.5 µM; hit rate 0.19% among 360,000; AID 624377, 2012; in the data active means inhibition above about 25%;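 further: 0% = vehicle with enzyme and substrate and 100% = no enzyme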
ADAM10 inh: human ADAM10 inhibitors, primary screen, biochemical, QFRET, HTS | recombinant ADAM10, EDANS/DABCYL FRET peptide cleavage, 3 h | inhibition, % at 7 µM | AID 720582, 2013 | hit rate 0.62% among 370,000;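 active means inhibition above a per-campaign cutoff equal to the mean of compounds falling between control-based bounds plus 3 SD, cut at about 20% in these data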;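 further: 0% = DMSO wells while the 100% control is not disclosed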
Target sequence (O14672 214-748 limits assumed): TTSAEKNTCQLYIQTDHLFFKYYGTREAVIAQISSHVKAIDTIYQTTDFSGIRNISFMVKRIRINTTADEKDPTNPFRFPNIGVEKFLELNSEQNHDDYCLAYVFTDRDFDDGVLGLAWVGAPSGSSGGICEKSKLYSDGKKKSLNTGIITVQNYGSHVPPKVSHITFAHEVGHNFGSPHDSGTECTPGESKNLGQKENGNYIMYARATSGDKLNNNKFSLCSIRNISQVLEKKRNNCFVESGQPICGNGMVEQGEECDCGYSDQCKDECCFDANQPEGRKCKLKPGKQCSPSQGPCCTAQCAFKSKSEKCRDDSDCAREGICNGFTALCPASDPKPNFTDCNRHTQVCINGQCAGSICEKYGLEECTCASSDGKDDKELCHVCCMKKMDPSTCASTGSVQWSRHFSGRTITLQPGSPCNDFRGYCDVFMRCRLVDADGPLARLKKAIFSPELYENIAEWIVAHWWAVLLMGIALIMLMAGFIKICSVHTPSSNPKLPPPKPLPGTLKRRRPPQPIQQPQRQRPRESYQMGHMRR
LEDGF integ inh: blockers of LEDGF/p75-dependent integrase strand transfer – biochemical, TR-FRET, high throughput, primary screen; hit rate 0.64% among 370,000; TR-FRET IN-LEDGF/p75 DNA integration, Eu/Cy5; HIV-1 integrase (with human LEDGF/p75); inhibition, % at 3.7 µM;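 active means inhibition above the screen-wide mean plus 3 SD, cut at about 13% in these data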;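 further: signal is the Cy5 over europium emission ratio at 671 and 618 nm; 0% = plate median of compound wells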
KLK7 zymogen act: proKLK7 zymogen activators, primary screen, biochemical, fluorescence intensity. purified proKLK7, EDANS-DABCYL substrate fluorescence; 100% is mature enzyme control, 0% vehicle. activation, % at 7 µM. hit rate 0.9% among 370,000. AID 652039, 2013. Kallikrein-7 (Homo sapiens), P49862;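 active means activation above the mean of all tested compounds plus 3 SD, computed per campaign excluding outliers beyond control limits, cut at about 13% in these data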
PLC-gamma1 inh: PLC-gamma1 enzyme inhibitors, primary screen, biochemical, fluorescence, purified enzyme | 1-phosphatidylinositol 4,5-bisphosphate phosphodiesterase gamma-1 (Homo sapiens), P19174 | fluorogenic substrate | inhibition, % at 12.2 µM | hit rate 0.84% among 370,000 | AID 720700, 2013; in the data active means inhibition above about 9.5%
TDP2 inh: human TDP2 enzyme inhibitors, primary screen, biochemical, epi absorbance, recombinant enzyme; T5PNP hydrolysis, p-nitrophenol absorbance 415 nm; hit rate 0.34% among 370,000; inhibition, % at 12.8 µM; Tyrosyl-DNA phosphodiesterase 2 (Homo sapiens), O95551;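 active means inhibition above the mean of all tested compounds plus 3 SD, set per campaign, cut at about 25% in these data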;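 further: 0% = DMSO with enzyme and 100% = buffer with substrate but no TDP2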
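System – recombinant human TDP2 · Quantity – TDP2 enzyme at 120 nM final · Doses – single concentration, 12.8 µM nominal, with 1% DMSO · Incubation – 2 h at 37 °C · Measured by – epi absorbance of p-nitrophenol freed from T5PNP by hydrolysis · Read-out – % inhibition relative to enzyme-containing and enzyme-free wells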
ARFGAP1 inhibitor: inhibitors of rat ARFGAP1 GAP activity, primary screen, biochemical, fluorescence polarization, GDP tracer. ADP-ribosylation factor GTPase-activating protein 1 (Rattus norvegicus), Q62848. inhibition, % at 16.5 µM. Arfgap1-stimulated ARF1 GTP hydrolysis, GDP FP detection. hit rate 0.26% among 360,000. AID 651572, 2012;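 active means inhibition above a per-plate limit, mean inhibition of low control wells plus 3 SD, cut at about 25% in these data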;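 further: 0% = DMSO wells with enzyme and 100% = wells lacking Arfgap1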
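Material: rat Arfgap1 catalytic domain, aa 1-136; also added: human ARF1(Δ1-17)-GTP substrate; compound dosing: one concentration, 16.5 µM, DMSO 1.26%; incubation: GTP hydrolysis reaction 2 h at 25 °C; measured by: Tracer-displacement fluorescence polarization with EDTA stop, 620/688 nm; evaluation: % inhibition from polarization; repeats: one replicate per compound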
ADAM17 inh: ADAM17 inhibitors, primary screen, biochemical, QFRET; recombinant ADAM17, EDANS/DABCYL FRET peptide cleavage; inhibition, % at 6.95 µM; hit rate 0.83% among 370,000; AID 720648, 2013;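 active means inhibition above the mean of compounds lying between control limits plus 3 SD, set per campaign, cut at about 8.5% in these data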;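 further: 0% = DMSO-only wells as the low control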
Target sequence (P78536 215-824 limits assumed): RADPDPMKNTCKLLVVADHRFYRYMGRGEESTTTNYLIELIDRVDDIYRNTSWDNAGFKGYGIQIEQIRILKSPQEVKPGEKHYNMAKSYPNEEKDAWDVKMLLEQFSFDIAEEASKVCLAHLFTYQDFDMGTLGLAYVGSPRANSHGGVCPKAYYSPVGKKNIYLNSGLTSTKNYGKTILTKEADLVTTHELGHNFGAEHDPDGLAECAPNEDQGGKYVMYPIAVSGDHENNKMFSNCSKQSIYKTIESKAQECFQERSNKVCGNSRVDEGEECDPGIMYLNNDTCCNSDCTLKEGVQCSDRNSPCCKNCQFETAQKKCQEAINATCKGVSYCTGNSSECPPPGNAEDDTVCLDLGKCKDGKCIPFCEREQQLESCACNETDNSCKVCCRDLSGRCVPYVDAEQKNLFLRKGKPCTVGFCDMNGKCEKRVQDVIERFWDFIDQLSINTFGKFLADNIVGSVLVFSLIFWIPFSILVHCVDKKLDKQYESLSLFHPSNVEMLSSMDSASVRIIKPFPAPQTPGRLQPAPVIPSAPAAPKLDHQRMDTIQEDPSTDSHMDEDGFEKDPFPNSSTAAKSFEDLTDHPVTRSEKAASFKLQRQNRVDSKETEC
Tn6 DDE FP: inhibitors of Tn6 peptide binding to fibrin DD(E), primary screen, biochemical, fluorescence polarization, human fibrin, Tn6 probe | Fibrinogen beta chain (Homo sapiens), P02675 | Fibrin DD(E) TRITC-Tn6 fluorescence polarization displacement | inhibition, % at 8.3 µM | hit rate 0.21% among 370,000;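 active means inhibition above a per-campaign cutoff: mean of compounds within control limits plus 3 SD, cut at about 15% in these data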;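 further: 0% = median of all compound wells on the plate and 100% = blocking peptide control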
* hit, by the source's call; i = inactive; / = not tested or not shown.

Start of the data: the first 2 entries, ahead of the listing:
SMILES	DDE Tn7 FP inh	ASAP1 inh	ADAM10 inh	LEDGF integ inh	KLK7 zymogen act	PLC-gamma1 inh	TDP2 inh	ARFGAP1 inhibitor	ADAM17 inh	Tn6 DDE FP
CC(=O)Nc1ccc(OCC(O)CN2CCN(c3cc(Cl)ccc3C)CC2)cc1 (configuration not stated)	4.8	5.5	-2.6	1.7	0.2	1.1	-0.9	1.5	-1.2	-5.5
COc1ccc(Cl)cc1Nc1nnc(-c2ccncc2)s1	-3.6	-4.0	-3.2	0.7	0.2	-11.3	-3.1	-2.9	-8.4	-5.4

Main list, repeating the preview:
SMILES	DDE Tn7 FP inh	ASAP1 inh	ADAM10 inh	LEDGF integ inh	KLK7 zymogen act	PLC-gamma1 inh	TDP2 inh	ARFGAP1 inhibitor	ADAM17 inh	Tn6 DDE FP
CC(=O)Nc1ccc(OCC(O)CN2CCN(c3cc(Cl)ccc3C)CC2)cc1 (configuration not stated)	4.8	5.5	-2.6	1.7	0.2	1.1	-0.9	1.5	-1.2	-5.5
COc1ccc(Cl)cc1Nc1nnc(-c2ccncc2)s1	-3.6	-4.0	-3.2	0.7	0.2	-11.3	-3.1	-2.9	-8.4	-5.4
Cc1cccc(OCc2nc(-c3cccnc3)no2)c1	2.9	5.0	4.9	1.4	0.3	6.0	-5.9	-3.5	2.5	-7.7
CCOC(=O)c1c(C)n(C)c2ccc(OC)c(NC(=O)CN3CCSCC3)c12	1.8	0.1	-3.8	-1.1	0.0	-1.4	2.0	4.5	-6.6	3.0
O=C(NCc1ccc(Cl)cc1)C1CCN(S(=O)(=O)c2cc([N+](=O)[O-])ccc2Cl)CC1	-4.2	-3.1	1.3	2.7	0.7	2.0	7.9	-3.8	1.3	3.5
COc1ccc(-c2cc3nc(C)cc(NCCO)n3n2)cc1	-3.5	13.2	-72.3	-3.9	1.1	-46.5	6.0	-8.1	-30.1	-3.4
CC(=O)Cc1cc(=O)c2c(C)cc(O)c(C3OC(CO)C(O)C(O)C3O)c2o1 (configuration not stated)	6.5	-0.9	-66.5	-2.2	1.2	-41.3	-8.0	-2.4	-18.6	4.3
O=c1c2cc(-c3ccccc3)sc2nc2n1N=C(c1ccccc1)CS2	1.0	4.9	-1.9	-4.3	-0.4	-0.9	4.7	1.9	-1.9	5.4
CCN(CC)S(=O)(=O)c1ccc2c(c1)c(=O)c(C(=O)NCc1cccs1)cn2C	0.4	2.3	15.3	4.0	-0.1	9.6*	-13.3	5.9	2.9	4.6
Cc1ccc(NC(=O)NCc2ccc3c(c2)OCO3)cc1C	-4.3	6.7	-8.8	1.4	-0.1	1.2	-3.8	-11.7	-1.3	0.4
CC(=O)c1cc(OC(=O)N2CCOCC2)ccc1OC(=O)N1CCOCC1	-8.6	-7.8	-10.8	1.0	0.1	-1.2	74.5*	4.3	-5.9	-0.6
C[C@H](CO)N1C[C@H](C)[C@@H](CN(C)C(=O)Nc2ccccc2F)OCc2cn(nn2)CCCC1=O	-2.2	-10.4	-3.2	-1.3	0.1	-0.7	7.4	5.0	-1.4	-2.0
CCOC(=O)c1cnn(-c2sc(C(=O)OCC)c(C)c2C(=O)OCC)c1N	-5.1	-6.7	-31.5	2.0	18.1*	-165.5	20.5	10.8	-9.2	4.2
CCOC(=O)C1CCCN(C(=O)c2ccc3nc(-c4ccccc4)c(-c4ccccc4)nc3c2)C1 (configuration not stated)	2.0	0.3	i	-0.8	-9.9	-55.8	10.0	-9.6	-230.7	-0.3
Cc1ccc(-c2noc(CN(C(=O)c3cccc(Br)c3)C(C)C)n2)cc1	1.7	-9.0	2.1	-1.8	0.1	3.5	-1.1	5.8	4.5	0.1
N#CC1(C#N)C(C(=O)C23CC4CC(CC(C4)C2)C3)C12CCOCC2 (configuration not stated)	3.3	-7.6	1.5	-1.2	0.4	4.6	7.0	-0.4	-1.6	2.1
C[C@@H]([C@@H](O)c1ccccc1)N(C)C(=O)C(N)Cc1ccccc1 (some centres not stated)	1.3	3.6	-3.0	-0.5	0.0	-1.1	-0.9	-2.1	-7.9	0.4
O=C(NCc1cccc(C(F)(F)F)c1)c1ccc2c(c1)OCCO2	3.2	-1.6	-1.0	3.2	0.2	2.4	15.6	2.0	-1.3	-2.7
CS(=O)(=O)N1CCC(C(=O)NCC2COc3ccccc3O2)CC1 (configuration not stated)	10.3	/	-0.8	0.9	1.2	0.6	2.2	/	-1.0	5.6
Cc1cccc(C(=O)N/N=C/c2ccc[nH]2)c1	-3.1	-13.2	3.0	2.5	-0.6	-5.8	2.3	-0.8	-1.8	8.4
O=C(CN(C(=O)CNS(=O)(=O)c1ccc(F)cc1)c1ccccc1)NCc1ccco1	-7.3	5.9	-6.9	-1.9	0.6	3.6	10.5	-4.8	-1.5	-3.0
C=C1CCN([C@@H](CC(C)C)C(=O)NCCCc2ccccc2)S(=O)(=O)c2ccccc21	5.1	4.1	5.3	-2.6	0.2	0.6	6.8	0.4	3.3	-1.9
Cc1ccc(-c2nc(CS(=O)CC(=O)N3CCN(c4ccccc4)CC3)c(C)o2)cc1 (configuration not stated)	11.8	-4.7	3.2	-1.7	-0.1	5.1	17.9	-10.3	1.8	-3.3
CC(=O)Nc1ccc(S(=O)(=O)N(Cc2cccnc2)Cc2cc3ccccc3[nH]c2=O)cc1	5.9	-17.1	-101.0	-5.4	0.5	-31.3	0.0	-0.3	-39.6	1.8
COc1ccc(C(=O)c2c(C)oc3cc([N+](=O)[O-])c(O)c([N+](=O)[O-])c23)cc1	-2.1	-10.0	10.3	2.5	0.0	-0.3	-15.4	13.2	1.6	1.7

Continuation.
SMILES	DDE Tn7 FP inh	ASAP1 inh	ADAM10 inh	LEDGF integ inh	KLK7 zymogen act	PLC-gamma1 inh	TDP2 inh	ARFGAP1 inhibitor	ADAM17 inh	Tn6 DDE FP
NC(=O)c1ccc(C(F)(F)F)n(Cc2cccc(Cl)c2)c1=O	0.4	-9.5	10.0	-0.2	0.1	-1.4	3.6	-12.1	4.3	6.2
COc1ccccc1NC(=O)Nc1ccnn1C1CCN(C(=O)c2ccccn2)CC1	-7.4	1.8	-11.0	-2.0	0.6	3.1	5.0	-2.1	1.3	-1.5
O=C(c1ccc(Cl)c(S(=O)(=O)N2CCCC2)c1)N1CCN(c2ccccc2F)CC1	-1.4	-8.5	1.4	0.9	1.0	-1.6	13.2	-1.5	-2.8	-9.3
O=C(NCC1CCCO1)c1cc(C(=O)c2ccc(Cl)cc2Cl)c[nH]1 (configuration not stated)	7.2	6.9	3.8	6.7	-0.7	6.3	-13.8	1.1	5.9	4.0
CN=C(C[N+](=O)[O-])NCCSCc1ccc(CN(C)C)o1	6.5	-7.2	-22.1	0.8	0.3	-6.7	4.9	12.3	-7.2	3.5
Cc1ccc(OS(=O)(=O)c2ccc(N3C(=O)CCC3=O)cc2)cc1	4.7	-1.5	3.0	4.9	0.6	1.0	14.1	13.5	2.1	-3.2
COc1ccc(Cl)cc1NC(=O)CN1CCCC1	4.7	-12.8	-12.3	-2.2	-0.1	6.0	1.2	3.5	-3.8	3.7
CC(=O)c1c(C)[nH]c(C(=O)Nc2cc(F)ccc2C)c1C	-5.8	-5.0	-18.9	4.3	0.6	3.8	-6.2	3.2	2.9	-1.6
O=C(Nc1cccc(Cl)c1)OCCOCCOC(=O)Nc1cccc(Cl)c1	-5.2	-10.5	21.3*	-3.4	0.9	5.1	-14.6	11.7	9.8*	0.9
CC(O)(c1ccc(F)c(F)c1)c1nc(-c2ccoc2)cs1 (configuration not stated)	-6.4	-12.8	2.5	5.4	-1.0	-7.4	-4.2	-0.7	-1.9	3.6
O=C(CCN1C(=O)c2ccc([N+](=O)[O-])cc2C1=O)Nc1nccs1	-2.4	13.6	-9.4	-4.2	0.1	2.5	-1.9	0.1	0.3	-2.0
O=C(O)c1cccnc1Sc1ccccc1	-7.1	8.2	-0.1	4.5	-0.1	0.7	0.7	1.2	4.9	-12.2
CCc1ccc2nc(Nc3nc(COC)cc(=O)[nH]3)nc(C)c2c1	1.4	5.7	-8.0	0.5	0.5	-2.0	2.0	8.3	-3.9	-5.2
Cc1csc(NC(=O)CN(C)S(=O)(=O)c2cccc3cccnc23)n1	-6.4	5.6	-7.7	0.5	0.1	-2.6	1.6	10.5	-3.2	-4.5
C=C(Cl)COC(=O)[C@H]1C2C=CC(C2)C1C(=O)O (some centres not stated)	9.5	-3.9	11.7	-0.7	-0.2	-1.6	2.5	-2.7	-2.1	-2.8
O=C(COc1ccc(Cl)cc1)Nc1ccc(NC(=O)c2ccco2)cc1	4.3	0.5	-4.5	-1.6	-0.6	-1.6	-3.3	16.1	-3.3	2.1
CCCCC1=CC2=CC(=O)C(C)(OC(=O)c3cccs3)C(=O)C2=CO1 (configuration not stated)	7.3	23.1	7.9	-1.0	0.0	-40.0	10.3	3.5	-3.9	12.0
O=C(N/N=C/c1ccc(O)c(O)c1)N/N=C/c1ccc(O)c(O)c1	1.4	3.5	5.4	91.2*	-2.0	-1.5	-6.7	8.6	-3.0	-15.1
CCOC(=O)c1nnn(-c2nonc2-n2cccc2)c1CN1CCC(C)CC1	13.3	9.2	4.2	0.2	0.6	-6.0	8.5	-3.0	-4.4	3.5
O=C(NC(CC(=O)N1CCN(c2ccccc2)CC1)c1ccccc1)c1ccccc1Cl (configuration not stated)	8.2	-11.3	2.8	-3.1	0.1	0.1	-5.2	-2.0	-3.8	-6.8
O=C(CSc1nnnn1C1CC1)Nc1cc(S(=O)(=O)N2CCCC2)ccc1Cl	7.2	8.3	-1.1	4.2	-0.4	0.6	-1.4	-5.6	-4.9	4.3
C/C(=N\Nc1ccc(C)c(Cl)c1)c1ccncc1	-5.2	-4.5	-3.4	2.1	-0.1	-4.7	-2.1	2.2	-1.3	5.4
COc1ccccc1/C=C(/NC(=O)c1ccccc1)C(=O)NCCN1CCOCC1	8.4	-2.9	7.0	-2.8	0.1	-2.6	-4.0	-6.8	2.7	-3.8

Screening results deposited in PubChem BioAssay by The Scripps Research Institute Molecular Screening Center.
